Assay outcomes as filed in PubChem.
rCAG RNA binder: binds r(CAG) RNA repeats | inhibition, % at 3 µM | r(CAG) RNA repeat, TO-PRO-1 dye displacement fluorescence | 370,000 tested, 1.3% active;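 active = inhibition above the plate cutoff, the mean of all test compounds on that plate plus 3 SD, cut at about 35% in these data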;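 also: 0% = DMSO alone and 100% = 100 µM mitoxantrone as full dye displacement; higher means more dye released from RNA so lower well fluorescence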
GC-A act: GC-A (human) enzyme activation | P16066 | HEK293 GC-A cells, cGMP TR-FRET, EC30 ANP; 0% at EC30 ANP, 100% saturating ANP | activation, % at 10 µM | 370,000 tested, 0.14% active | AID 1671463; in the data active = activation above about 40%
MBD2 inh: inhibitors of human MBD2 binding to methylated oligonucleotide. Q9UBB5. TR-FRET. inhibition, % at 4.4 µM. 370,000 tested, 0.31% active; in the data active = inhibition above about 13%
SIAE inh: blocks human sialic acid acetylesterase. Q9HAT2. SIAE FP-Rh probe binding, fluorescence polarization. inhibition, % at 9.66 µM. 370,000 tested, 0.69% active. AID 1053197;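 active = inhibition above a cutoff: mean of compounds within the control limits plus 3 SD of those, cut at about 17% in these data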;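 also: 0% = plate median of compound wells and 100% = probe without SIAE protein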
UHRF1 MBD2 ctr: blocks human UHRF1 binding to methylated DNA | AID 687016 | 370,000 tested, 0.75% active | inhibition, % at 4.4 µM | UHRF1 binding to methylated oligo, TR-FRET; in the data active = inhibition above about 21%;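 also: UHRF1 SRA domain binding a hemimethylated CpG hairpin DNA probe; 0% = median of test compound wells and 100% = reference inhibitor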
GC-B act: GC-B (human) receptor activation; P20594; activation, % at 10 µM; HEK293-GC-B cells, CNP EC30, cGMP TR-FRET; 0% at EC30 CNP, 100% saturating CNP; 370,000 tested, 0.11% active;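 active = activation at 10 µM reaching about 35% in either raw or pattern-adjusted values, limit read from the data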
Target sequence (P20594 whole entry, looked up): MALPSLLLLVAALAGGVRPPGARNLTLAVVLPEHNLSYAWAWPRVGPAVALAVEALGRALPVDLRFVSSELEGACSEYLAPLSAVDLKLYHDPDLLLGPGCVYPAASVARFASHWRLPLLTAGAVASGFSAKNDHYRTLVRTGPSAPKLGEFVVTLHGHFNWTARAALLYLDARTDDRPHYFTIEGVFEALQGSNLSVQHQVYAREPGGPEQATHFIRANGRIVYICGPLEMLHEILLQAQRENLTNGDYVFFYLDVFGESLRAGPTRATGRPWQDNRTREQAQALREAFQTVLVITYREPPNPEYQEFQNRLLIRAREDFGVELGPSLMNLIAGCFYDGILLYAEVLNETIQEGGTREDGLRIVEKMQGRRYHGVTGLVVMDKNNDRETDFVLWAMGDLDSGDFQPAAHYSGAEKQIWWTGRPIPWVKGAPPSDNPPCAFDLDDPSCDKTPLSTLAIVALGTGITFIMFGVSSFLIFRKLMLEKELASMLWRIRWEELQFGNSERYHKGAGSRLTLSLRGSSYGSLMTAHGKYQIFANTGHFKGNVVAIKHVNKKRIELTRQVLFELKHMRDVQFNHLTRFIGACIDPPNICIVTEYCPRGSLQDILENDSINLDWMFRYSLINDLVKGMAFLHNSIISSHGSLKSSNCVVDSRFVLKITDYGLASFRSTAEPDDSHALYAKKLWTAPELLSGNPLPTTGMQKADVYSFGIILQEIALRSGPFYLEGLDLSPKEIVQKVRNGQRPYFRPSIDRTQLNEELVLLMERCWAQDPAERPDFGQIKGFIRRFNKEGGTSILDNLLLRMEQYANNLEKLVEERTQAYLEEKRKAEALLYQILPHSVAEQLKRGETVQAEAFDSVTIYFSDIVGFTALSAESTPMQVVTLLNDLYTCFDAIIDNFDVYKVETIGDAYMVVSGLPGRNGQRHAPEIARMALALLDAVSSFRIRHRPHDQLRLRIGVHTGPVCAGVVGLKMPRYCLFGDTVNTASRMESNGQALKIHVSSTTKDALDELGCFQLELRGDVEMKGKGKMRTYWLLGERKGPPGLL
HTRA1 inhibitor: HTRA1 (human) protease inhibition; Q92743; recombinant HTRA1, FP-rhodamine activity-based probe, fluorescence polarization; inhibition, % at 5.96 µM; 340,000 tested, 0.5% active; in the data active = inhibition above about 36%;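 also: 0% = enzyme with DMSO and 100% = wells lacking enzyme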
PRMT1 FP inh: PRMT1 (human) inhibition, primary screen | Q99873 | recombinant PRMT1, activity-based probe fluorescence polarization | inhibition, % at 2.79 µM | 370,000 tested, 1.3% active | AID 652257;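 active = inhibition above about 21% made by adding two undisclosed values, limit read from the data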
mABHD4 FP: inhibitors of mouse ABHD4; Q8VD66; purified mABHD4, FP-Rh probe fluorescence polarization; inhibition, % at 8.92 µM; 370,000 tested, 0.54% active;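 active = inhibition exceeding the mean over every tested compound plus 3 SD, cut at about 30% in these data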;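 also: 0% = plate median of compound wells and 100% = S159A mutant with DMSO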
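Doses – 8.92 µM, single dose · Material – wild-type mouse ABHD4 protein · Replication – single well per compound (singlicate) · Measure – percent inhibition of probe binding, normalized to plate controls · Schedule – 45 min compound pre-incubation plus 60 min probe step, 25 °C · Detection – fluorescence polarization with parallel and perpendicular emission, 525/598 nm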
TCR-CD3 inh: inhibitors of human TCR-CD3 interaction. TAMRA-labeled TCR probe fluorescence, biochemical. inhibition, % at 9.4 µM. 360,000 tested, 0.37% active. AID 651800; in the data active = inhibition above about 19%;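 also: recombinant mutant TCR 2C K166C tagged with TAMRA read by polarization; 0% = receptor in buffer alone and 100% = receptor with positive control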
An asterisk follows results filed as active; / = not tested or not shown.

nr	SMILES	rCAG RNA binder	GC-A act	MBD2 inh	SIAE inh	UHRF1 MBD2 ctr
1	O=C(C1CCCN(S(=O)(=O)c2cccs2)C1)N1CCN(Cc2ccccc2)CC1 (stereo unspecified)	2	3	2	1	5
2	Cc1cc(NC(=O)CN2CCN(c3cccc(Cl)c3)CC2)no1	-6	4	-6	17	13
3	CCCCc1nnc(SCC(=O)NC2CCCCC2)n1C	-6	2	-3	-8	1
4	CN(C)c1cc(-c2ccc([N+](=O)[O-])cc2)oc(=O)c1Cl	3	-6	-4	16	-1
5	CCO[C@@H]1OC(C(=O)O)=C[C@H](c2coc3ccccc3c2=O)[C@H]1CCCO	3	0	-2	-2	-2
6	O=C(c1cccc(N2CCCC2=O)c1)N1CCOCC1	-2	2	2	-2	1
7	COC(=O)CNC(=O)c1ccc(C)s1	4	2	3	2	5
8	CC(=O)c1c(C)[nH]c(C(=O)OCC(=O)N2CC(C)OC(C)C2)c1C (stereo unspecified)	-6	0	1	3	2

nr	GC-B act	HTRA1 inhibitor	PRMT1 FP inh	mABHD4 FP	TCR-CD3 inh
1	6	/	-2	-1	/
2	-1	-4	-1	2	3
3	-2	-5	0	-3	1
4	-8	-4	0	-4	-1
5	4	5	-1	5	4
6	5	-3	4	-1	-6
7	-2	3	0	5	-6
8	-1	3	6	5	-10

(more compounds)
nr	SMILES	rCAG RNA binder	GC-A act	MBD2 inh	SIAE inh	UHRF1 MBD2 ctr
9	CN(CC(=O)Nc1ccccc1C(F)(F)F)C(=O)c1cc(Cl)nc2ccccc12	-8	-1	5	-6	5
10	O=C(c1ccc(N2CCCC2=O)cc1)N1CCN(c2ccccc2Cl)CC1	-3	0	0	-11	3
11	COc1ccc2cc(C(=O)N3CCC(Cc4ccccc4)CC3)[nH]c2c1	0	-2	1	-7	-1
12	CC(C)N1CCSC1=S	1	-1	-5	7	1
13	Cc1cc(C)c(NC(=O)CCCCCNC2CCCCC2)c(C)c1	-2	3	-1	3	0
14	COc1ccc(Cl)cc1C(Nc1cccnc1)c1ccc2cccnc2c1O (stereo unspecified)	0	-14	0	-1	-10
15	COc1ccc(N2CCCn3c2nc2c3c(=O)n(CCN3CCOCC3)c(=O)n2C)cc1	-2	3	-5	-1	0
16	O=C(CSc1ccc(/C=N/NC(=O)c2cccc(F)c2)o1)Nc1ccccc1	2	-6	-5	5	-2

nr	GC-B act	HTRA1 inhibitor	PRMT1 FP inh	mABHD4 FP	TCR-CD3 inh
9	-4	2	6	-13	-6
10	3	-4	-2	-5	6
11	0	-5	0	-1	2
12	0	5	-1	-1	-8
13	3	0	-1	2	-4
14	-11	18	16	11	-1
15	-3	2	-5	-8	6
16	-2	-6	3	2	0

Laid out differently: results already given
Results follow in this order: rCAG RNA binder	GC-A act	MBD2 inh	SIAE inh	UHRF1 MBD2 ctr	GC-B act	HTRA1 inhibitor	PRMT1 FP inh	mABHD4 FP	TCR-CD3 inh
4: CN(C)c1cc(-c2ccc([N+](=O)[O-])cc2)oc(=O)c1Cl
  3	-6	-4	16	-1	-8	-4	0	-4	-1
5: CCO[C@@H]1OC(C(=O)O)=C[C@H](c2coc3ccccc3c2=O)[C@H]1CCCO
  3	0	-2	-2	-2	4	5	-1	5	4
6: O=C(c1cccc(N2CCCC2=O)c1)N1CCOCC1
  -2	2	2	-2	1	5	-3	4	-1	-6
7: COC(=O)CNC(=O)c1ccc(C)s1
  4	2	3	2	5	-2	3	0	5	-6
8: CC(=O)c1c(C)[nH]c(C(=O)OCC(=O)N2CC(C)OC(C)C2)c1C (stereo unspecified)
  -6	0	1	3	2	-1	3	6	5	-10
9: CN(CC(=O)Nc1ccccc1C(F)(F)F)C(=O)c1cc(Cl)nc2ccccc12
  -8	-1	5	-6	5	-4	2	6	-13	-6
10: O=C(c1ccc(N2CCCC2=O)cc1)N1CCN(c2ccccc2Cl)CC1
  -3	0	0	-11	3	3	-4	-2	-5	6
11: COc1ccc2cc(C(=O)N3CCC(Cc4ccccc4)CC3)[nH]c2c1
  0	-2	1	-7	-1	0	-5	0	-1	2
12: CC(C)N1CCSC1=S
  1	-1	-5	7	1	0	5	-1	-1	-8
13: Cc1cc(C)c(NC(=O)CCCCCNC2CCCCC2)c(C)c1
  -2	3	-1	3	0	3	0	-1	2	-4
14: COc1ccc(Cl)cc1C(Nc1cccnc1)c1ccc2cccnc2c1O (stereo unspecified)
  0	-14	0	-1	-10	-11	18	16	11	-1
15: COc1ccc(N2CCCn3c2nc2c3c(=O)n(CCN3CCOCC3)c(=O)n2C)cc1
  -2	3	-5	-1	0	-3	2	-5	-8	6

Continued.
nr	SMILES	rCAG RNA binder	GC-A act	MBD2 inh	SIAE inh	UHRF1 MBD2 ctr
17	NC(=O)N/N=C/c1cc(F)cc(F)c1	-1	-6	3	-4	7
18	C[C@H]1CC[C@@]2(O[C@@H](CCO)C[C@H](O)[C@H]2O)O1	-1	1	-5	8	-1
19	Oc1c(C(c2cccc(F)c2)N2CCN(Cc3ccccc3)CC2)sc2ncnn12 (stereo unspecified)	4	2	7	16	2
20	C[C@]12CCC(=O)CC1CCC1C2CC[C@@]2(C)C1CC[C@@]21CCO1 (stereo partly specified)	-6	3	1	-7	7
21	Cc1ccc(NC(=S)C2=C(O)c3sccc3N(C)S2(=O)=O)cc1	34	2	-3	3	-4
22	NC(=O)CCS(=O)(=O)c1ccccc1	-7	0	-2	-4	-1
23	Cc1ccc(C)c(OCC(=O)Nc2cc(NC(=O)COc3cc(C)ccc3C)cc(C(=O)O)c2)c1	49*	0	-4	-34	-1
24	CC(=O)N1CCN(S(=O)(=O)c2c(F)cc(F)c(Cl)c2F)CC1	-1	5	3	5	-2

nr	GC-B act	HTRA1 inhibitor	PRMT1 FP inh	mABHD4 FP	TCR-CD3 inh
17	-16	3	8	-8	-11
18	-6	-2	-2	0	5
19	4	-2	-1	-4	-7
20	3	0	0	0	4
21	-1	5	5	8	-7
22	1	6	3	-3	-8
23	-1	-80	8	-40	3
24	7	-4	0	2	2

Remaining list, next part
nr	SMILES	rCAG RNA binder	GC-A act	MBD2 inh	SIAE inh	UHRF1 MBD2 ctr
25	Cc1cccc(NS(=O)(=O)c2cc(C(=O)N3CCCCCC3)ccc2C)c1	2	-2	0	-12	0
26	COc1ccc(OC)c(NC(=O)CSc2nc(=O)n(CCN3CCOCC3)c3c2CCCC3)c1	-8	0	-11	1	-1
27	O=C(c1cccc(F)c1)N1CCN(c2ccc([N+](=O)[O-])c(N3CCOCC3)c2)CC1	2	0	-7	3	-4
28	Cc1noc(C)c1CSCC(=O)N1CCN(c2ccc(F)cc2)CC1	-4	4	2	3	-1
29	O=C(O)CC1(CC(=O)NCc2cc(F)cc3c2OCOC3)CCCCC1	2	1	-3	-6	5
30	O=C(Nc1ccccc1SCC1CSc2nc3ccccc3c(=O)n21)c1ccccc1 (stereo unspecified)	1	0	-4	1	0
31	COC(=O)c1ccccc1NC(=O)CSc1[nH]c(=O)cc(C)c1C#N	7	-1	-4	-1	-4
32	O=C(Cn1nnc(-c2ccccc2-n2cnnn2)n1)NCc1ccccc1	1	4	-6	5	1

nr	GC-B act	HTRA1 inhibitor	PRMT1 FP inh	mABHD4 FP	TCR-CD3 inh
25	-1	4	-8	-17	0
26	-3	4	1	5	5
27	0	-4	-2	0	2
28	-3	3	1	11	-3
29	2	2	2	6	-3
30	0	-6	-2	3	5
31	-3	2	-2	-2	6
32	9	-3	1	1	4

Carrying on.
nr	SMILES	rCAG RNA binder	GC-A act	MBD2 inh	SIAE inh	UHRF1 MBD2 ctr
33	N#Cc1nc(-c2ccco2)oc1N1CCOCC1	-3	7	4	-1	2
34	CSCCCNC(=O)CN1C(=O)C2CCCCN2C(=O)c2ccccc21 (stereo unspecified)	4	-2	-3	11	-2
35	Cc1sc2ncnc(N3CCC(C(=O)Nc4nc5ccc(Cl)cc5s4)CC3)c2c1C	9	3	3	-10	-3
36	Cc1ccc(C(=O)Oc2ccc(C(=O)COC(=O)c3cnccn3)cc2)cc1	0	11	4	-3	0
37	CCC(C)(C)n1nnnc1C(c1ccc(F)cc1)N1CCN(C(=O)c2ccco2)CC1 (stereo unspecified)	-7	0	1	3	-1
38	CCOC(=O)CN(C(=O)CSc1nnc2c(n1)[nH]c1c(C)cc(C)cc12)c1ccccc1	3	2	-5	-4	8
39	CC(=O)C1CCC2C3CC=C4N(C)C(=O)CCC4(C)C3CCC12C (stereo unspecified)	3	3	-1	-7	1
40	CC1CCN(C(=O)CSc2nncn2C)CC1	3	0	-4	1	-1

nr	GC-B act	HTRA1 inhibitor	PRMT1 FP inh	mABHD4 FP	TCR-CD3 inh
33	0	0	1	-5	-5
34	-2	/	-5	6	/
35	0	-23	1	-6	3
36	-1	3	0	5	-3
37	1	-1	-2	2	2
38	8	/	-4	4	5
39	5	-1	0	-2	9
40	-1	1	2	0	-4

Following part
nr	SMILES	rCAG RNA binder	GC-A act	MBD2 inh	SIAE inh	UHRF1 MBD2 ctr
41	C=CCOc1c(CNc2cccc(C(=O)O)c2)cccc1OCC	2	4	0	1	1
42	Cc1nc2ccc(Oc3ccccc3)cc2s1	-1	4	-3	0	0
43	O=c1c2cc(Cl)ccc2[nH]c(=S)n1Cc1ccccn1	2	-3	-1	-1	-3
44	S=C(NNc1ccnc2cc(Cl)ccc12)Nc1ccc(Cl)cc1Cl	22	3	3	19*	0
45	CCOc1ccc(N(CC(=O)Nc2ccc(C)c(C)c2)S(=O)(=O)c2c(C)[nH]c(=O)[nH]c2=O)cc1	27	1	1	-4	1
46	CCOCCCNC(=O)CS(=O)(=O)Cc1nc(-c2cccc(OC)c2)oc1C	-7	-12	-4	0	-1

nr	GC-B act	HTRA1 inhibitor	PRMT1 FP inh	mABHD4 FP	TCR-CD3 inh
41	1	0	-2	3	3
42	2	6	3	-1	2
43	-1	-2	-1	-3	-7
44	-3	7	0	20	1
45	4	-2	-3	3	5
46	-1	-2	0	2	11

These rows are one share of the data; the hit share may differ from the screen's.
